# ASM inhibitor = human S-ASM enzyme inhibition | P17405 | placental ASM, HMU-PC fluorogenic substrate, 60 min | Potency, µM (titrated, usually from 57.5 µM), without a hit: at the highest dose activity change, negative = inhibition, hits mostly inhibitors | 340,000 compounds, 0.006% hits | AID 504937; further: potency means the concentration at half of the fitted maximal effect
#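 Fluorogenic HMU-PC substrate (9 uM final) is turned over by placental ASM in 60 min at 37 C after a 10 min compound preincubation. Reaction ended by alkaline stop (pH 10), with fluorescence read at 386/447 nm.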
# USP2a inh = inhibitors of human ubiquitin-specific protease USP2a. O75604. USP2 core, Ub-CHOP2 coupled fluorogenic reporter, 485/531. Potency, µM (titrated, usually from 38.3 µM), for inactives: at the highest dose activity change, negative = inhibition, usual class: inhibitors. 330,000 compounds, 0.01% hits. AID 463254;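 further: potency means the concentration at half of the fitted maximal effect; plate controls were DMSO wells for no effect and full inhibition by NEM control for full effect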
#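 Deubiquitinase activity read as fluorescence (485/531 nm) after Ub-CHOP2 cleavage activates the enterokinase reporter on its substrate; USP2 core 10nM, Ub-CHOP2 and substrate 25nM each, 30min compound preincubation then 60min RT; data normalized to NEM, curves fitted.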
# Menin MLL FP TR = inhibitors of human menin-MLL interaction, mutant MLL peptide; O00255; Menin + Texas Red MLL mutant peptide, fluorescence polarization; Potency, µM (titrated, usually from 61.6 µM), without a hit: at the top dose FP activity change, negative = inhibition, actives largely listed as inhibitors; 270,000 compounds, 0.23% hits; active means well fitted inhibition curve with a large enough effect in the polarisation, with a control signal flat, not every such curve was filed as active; inconclusive means small, poorly fitted or top-dose-only effect, or effect the other way, or a change in a side signal; inactive means no such curve, though single readings can be large or run the other way; the % refers to the polarisation; further: potency means the concentration at half of the fitted maximal effect; % of control where 0% means no effect; many of its hits are not listed in these tables
# Target sequence (O00255 whole entry, looked up): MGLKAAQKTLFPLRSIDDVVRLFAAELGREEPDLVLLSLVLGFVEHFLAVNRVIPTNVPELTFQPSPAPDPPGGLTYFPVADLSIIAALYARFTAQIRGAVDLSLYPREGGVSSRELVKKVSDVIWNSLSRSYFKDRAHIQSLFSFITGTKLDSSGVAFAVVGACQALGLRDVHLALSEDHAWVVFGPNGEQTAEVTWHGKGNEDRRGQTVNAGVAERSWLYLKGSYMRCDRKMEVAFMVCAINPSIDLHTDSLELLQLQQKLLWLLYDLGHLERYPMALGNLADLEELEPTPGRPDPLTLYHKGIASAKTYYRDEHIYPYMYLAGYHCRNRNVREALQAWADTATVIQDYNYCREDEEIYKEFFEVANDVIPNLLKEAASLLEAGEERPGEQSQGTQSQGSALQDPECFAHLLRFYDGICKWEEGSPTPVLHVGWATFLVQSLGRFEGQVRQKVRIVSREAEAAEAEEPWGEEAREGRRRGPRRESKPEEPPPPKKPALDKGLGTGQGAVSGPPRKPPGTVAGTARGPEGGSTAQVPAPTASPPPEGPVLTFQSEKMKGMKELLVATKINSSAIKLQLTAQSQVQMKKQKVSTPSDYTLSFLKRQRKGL
# GALK inhibitor = blocks human galactokinase activity; AID 1868; 270,000 compounds, 0.007% hits; Purified GALK, Kinase-Glo residual ATP luminescence; P51570; Potency, µM (titrated, usually from 57.5 µM), for the others: at the highest dose activity change, negative = inhibition, hits mostly inhibitors; further: potency means the concentration at half of the fitted maximal effect; on the % scale 0 is the no-effect control and ±100 the full control effect
# Target sequence (P51570 whole entry, looked up): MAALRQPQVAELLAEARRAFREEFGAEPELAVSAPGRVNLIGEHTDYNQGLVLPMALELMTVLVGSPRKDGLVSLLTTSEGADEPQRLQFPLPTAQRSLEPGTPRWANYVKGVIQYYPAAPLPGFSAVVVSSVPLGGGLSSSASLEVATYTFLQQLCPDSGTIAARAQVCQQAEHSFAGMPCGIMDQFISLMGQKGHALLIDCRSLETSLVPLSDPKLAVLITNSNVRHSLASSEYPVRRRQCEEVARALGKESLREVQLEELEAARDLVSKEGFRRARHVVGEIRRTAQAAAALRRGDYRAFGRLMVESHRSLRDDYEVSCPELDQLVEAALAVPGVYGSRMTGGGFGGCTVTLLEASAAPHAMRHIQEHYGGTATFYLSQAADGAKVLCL
#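 Human GALK (5 nM) with 35 uM ATP and 100 uM galactose in 20 mM HEPES pH 8.0, 5 mM MgCl2, 60 mM NaCl, 1 mM DTT, 0.01% BSA. After 1 h at room temperature, leftover ATP was read by Kinase-Glo Plus luminescence.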
# PKM2 act = increases activity of human pyruvate kinase M2; purified PKM2, Kinase-Glo ATP luminescence, activation; response scale: 0% is enzyme alone, no compound; 260,000 compounds, 0.34% hits; P14618; Potency, µM (titrated, usually from 57.5 µM), without a hit: at the highest dose activation, usual class: activators; further: potency means the concentration at half of the fitted maximal effect; on the % scale 0 is the no-effect control and ±100 the full control effect; nearly all actives have a fitted effect of over 55% in size
#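 ATP formation by purified human PK-M2, quantified via coupled luciferase luminescence after 1 h at room temperature with 0.1 mM ADP and 0.5 mM PEP final.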
# TSHR antag = human thyrotropin receptor antagonism; AID 504810; TSHR-expressing cells, TSH-stimulated cAMP HTRF, 2 h; stronger effect = lower value; 330,000 compounds, 0.2% hits; P16473; activity change, negative = inhibition, % at 11.5 µM;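 active means activity change below a set negative limit, meaning inhibition stronger than a set level, cut at about -70% in these data; inconclusive means activity change between two set negative limits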; further: on the % scale 0 is the no-effect control and ±100 the full control effect
#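 Cell-based HTRF cAMP assay; TSHR cells + compound, TSH EC80 (4nM final), 2 h, 37 deg C. Lysis with anti-cAMP cryptate and cAMP-d2, 30 min RT, read 665/620 nm.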
# Eya2 inh = inhibitors of human Eya2 phosphatase activity; recombinant Eya2, OMFP fluorescence dephosphorylation (OMFP is methylfluorescein phosphate); 330,000 compounds, 0.006% hits; AID 488837; Potency, µM (titrated, usually from 76.9 µM), for inactives: at the highest dose activity, negative = inhibition, actives largely listed as inhibitors; further: potency means the concentration at half of the fitted maximal effect; on the % scale 0 is the no-effect control and ±100 the full control effect
#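 Eya2 protein (added as 0.2 uM solution) was preincubated with compound for 10 min at ambient temperature in 50 mM HEPES pH 7.5, 50 mM NaCl, 5 uM MgCl2, 0.05% BSA, 1 mM DTT. OMFP (added at 50 uM) then reacted 10 min; fluorescence read at 485/525 nm.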
# MBNL1-CUG inh = MBNL1-poly(CUG) RNA binding inhibition | Potency, µM (doses to about 57.5 µM), for inactives: at the top dose activity change, negative = inhibition, hits mostly inhibitors | Q9NR56 | 280,000 compounds, 0.036% hits | TR-FRET MBNL1-His/biotin-(CUG)12 binding, 665/545 ratio | AID 2675; active means well fitted inhibition curve with a large enough effect in the signal ratio, with a control signal flat, not every such curve was filed as active; inconclusive means small, poorly fitted or top-dose-only effect, or effect the other way, or a change in a side signal; inactive means no such curve, though single readings can be large or run the other way; the % refers to the signal ratio; further: potency means the concentration at half of the fitted maximal effect; on the % scale 0 is the no-effect control and ±100 the full control effect
#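 TR-FRET between His-tagged MBNL1 and biotin-(CUG)12 RNA, detected with Tb anti-His antibody (0.055 ng/ul) and streptavidin-XL665 (5 nM), 60 min at room temperature. Compounds titrated 92 nM to 58 uM; 665/545 nm ratio normalized to buffer and complex controls.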
# KCNH2 WT inh = KCNH2 (human, wildtype) channel inhibition; Q12809; U2OS, BacMam KCNH2, thallium flux FluxOr; stronger effect = lower value; activity change, % at 1.84 µM; 340,000 compounds, 0.37% hits;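 active means maximum activity change below -70%; inconclusive means maximum activity change between -70% and -50%; inactive means maximum activity change above -50%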; further: on the % scale 0 is the no-effect control and ±100 the full control effect
#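 U2OS cells were transduced with wild-type KCNH2 virus (2.03 x 10^8 / mL) for 4 h at room temperature, then cultured overnight at 37 C. Thallium flux was read with FluxOr dye. Rate constants were normalized to DMSO controls.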
# BCR signal inh = inhibitors of chronic active B-cell receptor signaling; ABC-DLBCL IkBa-CBG/CBR reporter, luminescence ratio, 4 h; Potency, µM (top dose mostly 46.1 µM), for the others: at the top dose ratio change, negative = lower green/red ratio, usual class: inhibitors; 340,000 compounds, 0.05% hits; active means well fitted inhibition curve with a large enough effect in the signal ratio, with a control signal flat, not every such curve was filed as active; inconclusive means small, poorly fitted or top-dose-only effect, or effect the other way, or a change in a side signal; the % refers to the signal ratio;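 further: potency means the concentration at half of the fitted maximal effect; plate controls were basal doxycycline-induced cells for no effect and cells given 10 µM MG132 for full effect; MG132 reads +100%, hits lower the ratio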
#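 TMD8 ABC-DLBCL cells carrying doxycycline-inducible green luciferase fused to IkappaBalpha plus unfused red luciferase were exposed to compounds (up to 46 uM) for 4 hrs at 37C. Activity came from the overlap-corrected green/red luminescence ratio.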
# Mito fusion yeast = inhibitors of mitochondrial division or activators of mitochondrial fusion; Potency, µM (titrated, usually from 46.1 µM), for the others: at the highest dose growth rescue (activation), most hits filed as activators; 320,000 compounds, 0.23% hits; AID 485298; S. cerevisiae fusion-defective mutant growth rescue, CellTiterGlo 48 h;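 further: potency means the concentration at half of the fitted maximal effect; % of control where 0% means no effect; nearly all actives have a fitted effect of over 45% in size; temperature-sensitive fusion mutants such as fzo1-1 at 37 °C on non-fermentable ethanol glycerol medium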
#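 Growth-rescue viability read-out: after 48 h at the non-permissive 37C in glycerol/ethanol YPEG, yeast mitochondrial fusion mutants are measured by CellTiterGlo luminescence; compounds (23 nl pinned per well) restoring growth score as division inhibitors or fusion activators.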
# An asterisk follows results filed as active; ? = inconclusive; . = no result given; [ ] = remark or other dose. Unless noted, the call rests on the fitted dose curve; in most records, active means well fitted curve in the direction sought with a large enough effect; inconclusive means small, poorly fitted or top-dose-only effect, or another doubt; inactive means no such curve, though single readings can be large; an effect the other way counts as inactive or inconclusive. A portion of the library; rates above refer to the full screens.
# Values in the order: ASM inhibitor	USP2a inh	Menin MLL FP TR	GALK inhibitor	PKM2 act	TSHR antag	Eya2 inh	MBNL1-CUG inh	KCNH2 WT inh	BCR signal inh	Mito fusion yeast
COc1ccc(-c2cc(C(F)(F)F)n3nc(C(=O)NCc4ccco4)c(Cl)c3n2)cc1
  32%[activator]	1%	21%	-1%	1%	-6	15%	18%	0	3%	-2%
Cc1ccccc1Nc1nc(N)nc(CN2C(=O)NC3(CCCCC3C)C2=O)n1 (stereo not drawn)
  2%	-1%	1%	3%	6%	-7	-3%	-2%	-5	-2%	-2%
Nc1ccc(S(=O)(=O)NC(=O)c2ccccc2)cc1
  0%	1%	-1%	0%	1%	4	7%	-12%	5	-1%	-2%
COc1ccc(Cl)cc1CNCCCSc1ncccn1
  4%	-1%	-5%	-3%	-1%	-2	-11%	3%	8	2%	0%
COc1ccc(Cn2nnnc2C(c2ccncc2)N2CCOCC2)cc1 (stereo not drawn)
  2%	1%	-14%	0%	2%	5	9%	?	5	9%	-3%
C=CCn1c(SCC(=O)NCc2ccco2)nnc1-c1ccc2ccccc2n1
  -6%	4%	-1%	-1%	?	-11	3%	1%	-9	12%	9%
O=[N+]([O-])c1ccc2cn(-c3ccccc3)nc2c1
  1%	4%	?	.	-1%	-1	-3%	?	0	?	-9%
CN(CC(=O)Nc1ccc(N2CCOCC2)cc1)C(=O)CC(c1ccccc1)c1ccccc1
  -1%	1%	-10%	0%	8%	12	4%	-18%	-3	-2%	5%
Cc1ccc(F)c(NC(=S)Nc2cccc3ccccc23)c1
  .	1%	?	7%	3%	13	4%	24%	.	-3%	-12%
CCC(CO)Oc1cc(NCc2cccc(Cl)c2)c2ncn(C(C)C)c2c1 (stereo not drawn)
  13%	-2%	.	.	.	-4	6%	.	9	?	.
C=CC[C@@H](CC(=O)NCCO)C(=O)N[C@@H](C)COC(=O)[C@@H](CC=C)Cc1ccc(F)cc1
  1%	2%	.	.	.	-1	5%	.	5	-2%	.
Cc1cccc(C)c1NC(=O)COC(=O)C1C2CC3OC(=O)C1C3C2 (stereo not drawn)
  2%	3%	-10%	17%	-5%	-1	-13%	-4%	-1	1%	-1%
Cc1nc2ccccc2c(=O)n1Cc1ccc([N+](=O)[O-])cc1
  0%	3%	0%	1%	1%[11.5 µM]	-12	-1%	?	-5	0%	10%
CS(=O)(=O)N(CC(=O)N1CCN(c2ccccc2)CC1)C1CCCCC1
  2%	-1%	-20%	-1%	-2%	4	2%	9%	2	1%	1%
O=C(O)Cn1c(=O)c(-c2ccccc2)nc2ccccc21
  451%[activator]	-1%	16%	2%	1%	-31	0%	?	1	10%	-2%
CC(=Nc1ccc(C)c(C)c1)C1=C(O)CSC1=O
  1%	4%	4%	1%	-8%	-16	30%[15.4 µM]	5%	-4	0%	4%
COc1cccc(CN2CCC(n3nccc3NC(=O)C3CC3)CC2)c1
  1%	1%	.	-6%	.	0	4%	-3%	14	-10%	22%
CCCCn1c(SCC(=O)NCc2ccco2)nc2ccccc2c1=O
  -2%	3%	1%	-1%	-2%	-9	8%	10%	10	19%	3%
COC(=O)[C@H](C(C)C)n1c(C)c(C(C)=O)c(C(C)=O)c1C
  -1%	0%	5%	0%	1%	1	7%	-5%	5	16%	1%
O=C(NCCc1ccccc1)C(=O)NCC1CCCN1S(=O)(=O)c1cccs1 (stereo not drawn)
  -1%	-3%	.	.	.	6	10%	.	-2	12%	3%
Cc1ccccc1OCc1nnc(SCC(=O)NCc2ccco2)n1C
  1%	-2%	7%	3%	3%	1	0%	10%	1	-5%	3%
N#Cc1cnc(SCCc2ccccc2)nc1N
  11%	-2%	0%	0%	5%	5	-7%	-5%	-1	3%	5%
CSc1ccccc1NC(=O)Nc1ccc(Cl)cc1
  -10%	2%	?	-1%	-11%	-22	-17%	12%	10	?	1%
O=C(/C=C/c1ccccc1)CC(O)(c1ccccc1)C(F)(F)F (stereo not drawn)
  -3%	-2%	-10%	-1%	3%	-12	23%	4%	-20	?	-10%
CNC(=S)Nn1cnc2ccccc21
  6%	0%	.	1%	-2%	-3	-6%	1%	-5	0%	-5%
CC1=C(C(=O)O)N2C(=O)C(NC(=O)c3nn(C)c(C)c3Cl)C2SC1 (stereo not drawn)
  0%	-1%	-6%	3%	12%	11	5%	6%	3	?	2%
Cc1cc(C(=O)CSc2n[nH]c(N)n2)c(C)n1-c1ccccc1
  3%	2%	.	0%	-2%	-4	8%	1%	-1	-18%	2%
CCN(CC(=O)NCc1cccs1)C(=O)/C=C/c1ccc(Cl)c(Cl)c1
  -2%	0%	.	.	.	-8	-10%	.	-20	-5%	22%
O=c1c2c(nc3cc(-c4ccc(Br)cc4)[nH]n13)CCCC2
  0%	4%	-22%	2%	-7%	6	1%	2%	-3	1%	1%
COc1ccccc1-n1c(CNc2ccc(F)cc2)nnc1SCC(=O)Nc1cc(C)on1
  -1%	0%	-3%	-1%	-6%	5	-1%	?	1	?	-3%

# An excerpt from above in order of the ASM inhibitor value, falling.
smiles | ASM inhibitor | Menin MLL FP TR | GALK inhibitor | PKM2 act | TSHR antag | Eya2 inh | BCR signal inh
CS(=O)(=O)N(CC(=O)N1CCN(c2ccccc2)CC1)C1CCCCC1 | 2% | -20% | -1% | -2% | 4 | 2% | 1%
O=c1c2c(nc3cc(-c4ccc(Br)cc4)[nH]n13)CCCC2 | 0% | -22% | 2% | -7% | 6 | 1% | 1%
COC(=O)[C@H](C(C)C)n1c(C)c(C(C)=O)c(C(C)=O)c1C | -1% | 5% | 0% | 1% | 1 | 7% | 16%

# (list continues)
# Values in the order: ASM inhibitor	USP2a inh	Menin MLL FP TR	GALK inhibitor	PKM2 act	TSHR antag	Eya2 inh	MBNL1-CUG inh	KCNH2 WT inh	BCR signal inh	Mito fusion yeast
CCOc1ccc(NC(=S)/C(=C(\[O-])c2ccc(C)c([N+](=O)[O-])c2)[n+]2ccccc2)cc1
  12%	1%	.	0%	-5%	-4	8%	11%	-15	?	4%
O=C(NC1CC1)c1ccc(CS(=O)c2ccccc2)o1 (stereo not drawn)
  8%	2%	-8%	.	0%	-3	-4%	-10%	4	-7%	-2%
CCN(CC)S(=O)(=O)c1ccc(NCC2COc3ccccc3O2)c([N+](=O)[O-])c1 (stereo not drawn)
  ?	0%	30%	0%	-5%	-19	-3%	?	0	9%	18%
N#Cc1ccc(NC(=O)Cn2c3[n+](c4ccc(C(F)(F)F)cc42)CCCCC3)cc1
  2%	0%	2%	3%	13%	7	2%	0%	6	3%	1%

# Entries of single compounds as entered above. Order of values: ASM inhibitor	USP2a inh	Menin MLL FP TR	GALK inhibitor	PKM2 act	TSHR antag	Eya2 inh	MBNL1-CUG inh	KCNH2 WT inh	BCR signal inh	Mito fusion yeast
# CCOc1ccc(NC(=S)/C(=C(\[O-])c2ccc(C)c([N+](=O)[O-])c2)[n+]2ccccc2)cc1 reads 12%	1%	.	0%	-5%	-4	8%	11%	-15	?	4%
# O=C(NC1CC1)c1ccc(CS(=O)c2ccccc2)o1 (stereo not drawn) reads 8%	2%	-8%	.	0%	-3	-4%	-10%	4	-7%	-2%
# N#Cc1ccc(NC(=O)Cn2c3[n+](c4ccc(C(F)(F)F)cc42)CCCCC3)cc1 reads 2%	0%	2%	3%	13%	7	2%	0%	6	3%	1%
# CCN(CC)S(=O)(=O)c1ccc(NCC2COc3ccccc3O2)c([N+](=O)[O-])c1 (stereo not drawn) reads ?	0%	30%	0%	-5%	-19	-3%	?	0	9%	18%

# Compound activity: PubChem, National Center for Advancing Translational Sciences (NCATS)
